High-throughput results deposited in PubChem BioAssay by several laboratories.
N-glyco inh: N-linked glycosylation inhibition. reporter increase, % at 12.5 µM. AID 588692. D54 ERlucT glycosylation luciferase reporter, 24 h; percent of 100 nM tunicamycin response. actives 0.23% (n = 360,000);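 active = mean luciferase reporter signal, scaled so untreated is 0 and the glycosylation-blocking control 100, at or above a set limit in every replicate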;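 note: luciferase carries N-glycosylation sites so blocking glycosylation raises the light; 0% = median of neutral control wells and 100% = median of 100 nM tunicamycin wells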
Granule exo inh: blocks lytic granule exocytosis; TALL-104 LAMP-1 surface exposure, flow cytometry; cells stimulated with thapsigargin and PMA; inhibition, % at 10 µM; actives 0.66% (n = 360,000); AID 651702;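 active = inhibition above about 55%, limit read from the data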
aDG glyco up: alpha-DG glycosylation activation; Pro5-aDG cells, alpha-DG glycosylation AlphaScreen (IIH6); 0% Pro5, 100% B10-LARGE cell signal; activation, % at 10 µM; actives 0.22% (n = 360,000); AID 624168;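 active = activation of at least 8% versus controls, or a plate z-score of at least 8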;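 note: Pro5 are CHO cells carrying HIG-tagged alpha-DG that lacks glycosylation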
PDI turbidity: blocks human protein disulfide isomerase activity. actives 0.052% (n = 350,000). PDI insulin aggregation turbidity, A650, 90 min. AID 588391. inhibition, % at 10 µM;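 active = mean inhibition across replicates of 30% or more, whatever share of single replicates reach that level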;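 note: absorbance from insulin aggregation driven by PDI reduction with DTT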
Target sequence (P07237 whole entry, looked up): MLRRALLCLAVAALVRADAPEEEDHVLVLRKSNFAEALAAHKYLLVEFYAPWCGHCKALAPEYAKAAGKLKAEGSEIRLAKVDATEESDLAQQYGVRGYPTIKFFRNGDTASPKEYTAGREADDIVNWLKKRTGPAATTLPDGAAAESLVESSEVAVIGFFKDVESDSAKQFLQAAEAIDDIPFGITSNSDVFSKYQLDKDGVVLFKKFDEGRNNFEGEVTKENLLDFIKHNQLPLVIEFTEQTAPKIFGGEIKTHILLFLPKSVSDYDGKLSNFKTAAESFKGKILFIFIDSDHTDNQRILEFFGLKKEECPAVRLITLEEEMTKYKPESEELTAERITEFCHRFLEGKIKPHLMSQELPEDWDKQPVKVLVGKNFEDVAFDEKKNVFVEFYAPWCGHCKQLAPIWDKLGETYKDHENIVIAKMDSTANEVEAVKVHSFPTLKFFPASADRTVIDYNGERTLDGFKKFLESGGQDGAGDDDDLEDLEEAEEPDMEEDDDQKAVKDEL
ABCB6 inh MLPCN: blocks the human ABCB6 transporter | Q9NP58 | K562-ABCB6 porphyrin accumulation, flow cytometry, 1 h; active compounds read low | fluorescence ratio to DMSO, % at 10 µM | actives 0.19% (n = 360,000);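 active = fluorescence ratio to DMSO below 75%, the collection mean minus 3 SD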;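 note: signal is porphyrin accumulated inside mitochondria; 100% equals median channel fluorescence of DMSO control wells; lower ratio means ABCB6 inhibition with less porphyrin fluorescence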
CaV13 ICDI inh: Disruptors of the CACNA1D IQ motif to Ca2+-dependent inactivation inhibitor domain association, primary screening, Förster resonance energy transfer in intact living … | HEK cells, CFP/YFP FRET ICDI-IQ, plate reader, 10 min; percent FRET-ratio fall versus neutral wells | inhibition, % at 12.3 µM | actives 0.098% (n = 340,000) | AID 743397;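 active = mean replicate inhibition of at least 30% and at least 1% of replicates passing that level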;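 note: 0% = median of the neutral control wells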
Vif inh: HIV Vif inhibition; HEK293T cells, Vif self-association by quenched fluorescence, imaging, 24 h; inhibition, % at 7.49 µM; actives 0.35% (n = 340,000); AID 602346; in the data active = inhibition above about 50%, passing the limit was not always enough; note: some results filed as inactive read as strong as hits
m5-HT2A agonist: activates the mouse 5-HT2A serotonin receptor; P35363; actives 0.66% (n = 360,000); CHO-K1 mHTR2A beta-arrestin complementation, luminescence; percent of 30 µM serotonin response; activation, % at 7.6 µM;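 active = activation above a run cutoff, the mean activation of all tested compounds plus 3 SD, cut at about 14% in these data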;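 note: 0% = plate median of compound wells and 100% = 30 µM serotonin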
Target sequence (P35363 whole entry, looked up): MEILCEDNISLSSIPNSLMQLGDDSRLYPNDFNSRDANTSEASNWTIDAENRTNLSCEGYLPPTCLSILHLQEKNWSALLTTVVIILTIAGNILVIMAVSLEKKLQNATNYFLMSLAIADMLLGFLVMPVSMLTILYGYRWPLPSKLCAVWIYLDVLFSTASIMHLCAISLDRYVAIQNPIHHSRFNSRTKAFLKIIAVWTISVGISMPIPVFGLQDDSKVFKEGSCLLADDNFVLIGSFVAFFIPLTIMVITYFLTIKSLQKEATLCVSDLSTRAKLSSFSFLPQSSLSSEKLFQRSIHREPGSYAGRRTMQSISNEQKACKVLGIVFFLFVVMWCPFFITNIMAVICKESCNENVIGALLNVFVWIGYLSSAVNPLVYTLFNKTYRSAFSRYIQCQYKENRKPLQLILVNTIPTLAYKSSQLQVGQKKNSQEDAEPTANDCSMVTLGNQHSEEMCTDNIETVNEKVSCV
iPSC survival up: increases survival of single human iPS cells; hiPSC single-cell survival, ATPlite luminescence; 100% = ROCK inhibitor wells, 0% = DMSO; survival enhancement, % at 20 µM; actives 0.044% (n = 360,000); AID 602274; in the data active = survival enhancement above about 18%;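 note: cells exposed to compounds for 16 hours before the ATP read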
Cardio protect: modulators protecting cardiomyocytes from myocardial damage | H9c2 cardiomyocytes, H2O2 injury protection, ATPLite, 2 h | protection from H2O2 cell death, % at 20 µM | actives 0.63% (n = 360,000);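 active = compounds giving at least 50% protection of heart cells from peroxide-induced death in the single-dose screen, raw or plate-pattern-corrected value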;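 note: 0% = DMSO wells with peroxide and 100% = DMSO wells without peroxide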
The depositor's hits bear a star; . = no result given.

nr	smiles	N-glyco inh	Granule exo inh	aDG glyco up	PDI turbidity	ABCB6 inh MLPCN
1	Cc1cc(C)c(NC(=O)CSc2cccc[n+]2[O-])c(C)c1	2	-30	0.1	4	105
2	COc1cc(N)n(S(=O)(=O)c2ccc(C)cc2)n1	3	-5	-0.1	-2	95
3	CCOCCCn1c(=S)[nH]c2cc(C(=O)NC3CCCC(C)C3C)ccc2c1=O (stereo unspecified)	12	4	0.2	1	91
4	Cc1c(NC(=O)COC(=O)C2(c3ccccc3F)CCCC2)c(=O)n(-c2ccccc2)n1C	-2	7	-0.6	-3	101
5	N#Cc1cccc(S(=O)(=O)NCC(=O)NCCCc2ccccc2)c1	0	-1	-0.1	-5	87
6	O=C(c1ccoc1)N1CCC(CO)(CCc2ccccc2)CC1	2	2	-0.4	-3	103
7	N#CC(c1ccc([N+](=O)[O-])cc1)C(CC(=O)c1ccccc1)c1ccccc1 (stereo unspecified)	-6	26	0.0	21	98
8	Cc1ccc(S(=O)(=O)N2CCCN(S(=O)(=O)c3ccc(C)cc3)CC2)cc1	-1	1	0.5	9	98
9	CCOC(=O)CSc1nnc(CNC(=O)c2ccc(OC)cc2OC)n1-c1ccc(OC)cc1	5	3	0.2	1	101
10	CCOC(=O)C1CCN(C(=S)Nc2cccc(C)c2)CC1	1	4	-0.2	-7	94
11	CNc1ccc(C2(O)C(=O)c3ccccc3C2=O)cc1	2	0	0.1	11	108
12	Cc1ccc(-c2nc3ccc(C)cn3c2Cc2cccc(F)c2)cc1	.	-4	0.3	.	124

nr	CaV13 ICDI inh	Vif inh	m5-HT2A agonist	iPSC survival up	Cardio protect
1	-6	19	-3	-1.5	2
2	-9	0	4	-0.3	3
3	-2	16	-2	-0.2	0
4	-4	8	1	5.0	8
5	-6	2	5	-0.4	3
6	-7	-3	-2	0.0	-2
7	-5	9	-5	-0.6	0
8	-5	-10	-2	-0.5	-7
9	-3	13	1	3.3	10
10	-7	-5	2	-0.9	6
11	-3	-3	1	-1.0	-1
12	-5	.	-6	-0.3	.

Further compounds.
nr	smiles	N-glyco inh	Granule exo inh	aDG glyco up	PDI turbidity	ABCB6 inh MLPCN
13	CN(C)CCCSc1nc(-c2ccccc2)nc2c1CCC2	-3	0	1.4	4	104
14	COc1cccc(CNCCO)c1OCc1ccc(Cl)cc1	-3	-1	0.4	2	74*
15	O=C(NC(C(=O)NCCN1CCOCC1)C12CC3CC(CC(C3)C1)C2)C1CCCCC1 (stereo unspecified)	2	-1	0.1	-3	101
16	O=C(C[C@@H]1C/C=C\C[C@@H](Cc2ccc(F)cc2)C(=O)OCCNC1=O)NCCO	2	-19	0.2	-1	93
17	O=C(Nc1ccc(-c2nc3ccccc3[nH]2)cc1)c1ccccc1NS(=O)(=O)c1ccc(F)cc1	2	68*	0.0	-38	101
18	COc1cc(C(=O)O)ccc1Cl	-2	5	0.0	-4	95
19	COc1ccc(-c2cnc(N)n2C)cc1	0	-5	-0.1	-5	101
20	Cc1cccc(NC(=O)CCN2CCCCC2)c1	1	8	0.0	-12	99
21	Cc1ccccc1-c1nc2ccc(Cl)cc2c(=O)n1O	-1	0	-0.2	-1	100
22	CCCN(CC(=O)Nc1ccccc1C)C(=O)c1ccc(S(=O)(=O)N2CCCCCC2)cc1	-3	2	0.1	3	100
23	CCOC(=O)c1c(C)[nH]c(C(=O)COC(=O)/C=C/c2ccc3c(c2)OCO3)c1C	2	-2	-0.1	3	102
24	O=c1cc(N2CCCC2)c2ccccc2o1	3	-2	0.0	3	103

nr	CaV13 ICDI inh	Vif inh	m5-HT2A agonist	iPSC survival up	Cardio protect
13	-5	-9	-4	-0.9	7
14	-4	2	-5	-0.2	-5
15	-10	-10	-2	0.5	-3
16	-6	22	-1	1.4	6
17	-6	-2	4	6.4	0
18	-6	-21	1	0.6	5
19	-5	1	-8	-0.9	-3
20	-20	14	1	0.7	2
21	-2	-12	5	0.0	3
22	-6	-4	-3	-0.2	-5
23	-4	-7	-3	6.0	-2
24	-1	3	3	-0.2	10

Remaining list, next part:
nr	smiles	N-glyco inh	Granule exo inh	aDG glyco up	PDI turbidity	ABCB6 inh MLPCN
25	O=C(Nc1ccccc1Sc1ccccc1)c1ccccc1F	2	0	-0.2	2	93
26	COC(=O)Cn1c(O)c(N=NC(=O)CNC(=O)c2ccncc2)c2ccccc21	1	0	0.9	8	100
27	CN(CC#CC(O)(c1ccccc1)c1ccccc1)C(C)(C)C	-1	0	-0.1	1	101
28	O=C(Nc1ccc(Cl)c(S(=O)(=O)N2CCCCC2)c1)c1cnccn1	1	-3	0.4	2	96
29	Cc1ccccc1NC(=O)COC(=O)CCSc1ccccc1	2	6	1.0	-6	95
30	CC(=O)Nc1ccc2nc(CN3CCN(CC(C)C)C(CCO)C3)ccc2c1 (stereo unspecified)	-1	-2	-0.5	11	108
31	COCCCNC(=O)CCCn1c(=O)c2ccccc2n(Cc2cccc([N+](=O)[O-])c2)c1=O	-1	16	0.0	1	99
32	O=c1c(O[C@H]2O[C@@H](CO)[C@H](O)[C@@H](O)[C@@H]2O)c(-c2ccc(O)cc2)oc2cc(O)cc(O)c12	1	68*	0.1	63*	100
33	Cc1ccc(Cn2ccc(NC(=O)c3cc(-c4ccccc4)on3)n2)cc1	-1	-3	0.2	0	101
34	O=C1CCC(C(=O)N2CCCCO2)CN1Cc1cccc(C(F)(F)F)c1 (stereo unspecified)	0	-4	-0.1	-2	92
35	C=CCN1C(=O)CSc2ccc(C(=O)NCc3cccs3)cc21	0	3	0.3	1	95
36	CCc1cccc(CC)c1NC(=O)C1CSC2(C)CCC(=O)N12 (stereo unspecified)	2	2	0.1	0	99

nr	CaV13 ICDI inh	Vif inh	m5-HT2A agonist	iPSC survival up	Cardio protect
25	-4	8	0	-0.7	-13
26	-4	-7	-7	-0.3	2
27	-3	-1	-2	-0.6	-2
28	-3	10	4	-2.6	-12
29	-2	-3	5	-0.2	2
30	-17	-2	6	-0.3	5
31	8	-2	0	0.2	8
32	-6	10	-7	4.2	6
33	-7	2	-4	-1.6	-9
34	-6	-1	4	0.3	3
35	-7	7	2	0.7	6
36	-2	-5	1	-0.3	1

(continued)
nr	smiles	N-glyco inh	Granule exo inh	aDG glyco up	PDI turbidity	ABCB6 inh MLPCN
37	Cc1cc(C)c(S(=O)(=O)c2ccccc2C)c(OCCN(C)C)n1	0	8	-0.1	-9	98
38	COc1ccc(CC2CC(=O)N(c3ccc(C)cc3)C2=O)cc1 (stereo unspecified)	-1	-1	-0.1	-7	94
39	CCc1nnc(NC(=O)CN2CCC(O)(c3ccccc3OC)CC2)s1	0	2	0.5	-3	101
40	COc1ccc(Cl)cc1NC(=O)C/C(C)=N/NC(=O)C(=O)NCc1ccccc1	0	0	0.0	2	100
41	COC(=O)C(C)(C)ONC(=O)Nc1ccccc1Cl	2	4	-0.2	8	93
42	Cc1nc(C)c(-c2csc(NCc3ccccc3)n2)s1	2	0	1.1	9	96
43	CC1=CC(=O)C=C/C1=C(/c1ccc(O)cc1C)c1ccccc1S(=O)(=O)O	0	-4	-0.1	1	92
44	Cc1ccc2cccc(N)c2n1	2	8	0.1	-6	100
45	Cc1ccc(NC(=S)Nc2ccc(S(=O)(=O)N3CCOCC3)cc2)cc1S(=O)(=O)N1CCOCC1	0	1	-0.4	-11	95
46	O=C(CN1CCCc2ccccc21)NC(=O)NCc1ccco1	1	-3	-0.2	1	108
47	Cc1cccc(NC(=O)C2CCN(C(=O)c3ccc(F)cc3)CC2)n1	1	4	-0.1	-5	97
48	CCCc1cc(N2CCOCC2)n2ncc(-c3ccccc3)c2n1	-6	0	0.4	-3	96

nr	CaV13 ICDI inh	Vif inh	m5-HT2A agonist	iPSC survival up	Cardio protect
37	-20	8	-5	0.9	-1
38	-19	-14	-4	-0.2	-5
39	-3	5	-1	-1.0	7
40	-3	3	3	2.0	-1
41	-4	0	3	-0.8	-10
42	-4	-8	-9	3.2	-2
43	-3	16	-7	-0.4	0
44	-2	5	0	0.7	-2
45	-2	-2	3	2.0	1
46	-4	-21	1	3.5	-2
47	-6	5	-2	-0.4	4
48	-5	-23	0	0.8	-6

Molecules listed so far containing a cyano group:
nr	smiles	N-glyco inh	Granule exo inh	aDG glyco up	PDI turbidity	ABCB6 inh MLPCN
5	N#Cc1cccc(S(=O)(=O)NCC(=O)NCCCc2ccccc2)c1	0	-1	-0.1	-5	87
7	N#CC(c1ccc([N+](=O)[O-])cc1)C(CC(=O)c1ccccc1)c1ccccc1 (stereo unspecified)	-6	26	0.0	21	98

nr	CaV13 ICDI inh	Vif inh	m5-HT2A agonist	iPSC survival up	Cardio protect
5	-6	2	5	-0.4	3
7	-5	9	-5	-0.6	0

(further entries)
nr	smiles	N-glyco inh	Granule exo inh	aDG glyco up	PDI turbidity	ABCB6 inh MLPCN
49	Cc1ccc2nc(-c3cccc(Br)c3)c(Cc3cccc(Cl)c3)n2c1	-2	-3	0.1	.	98
50	Cc1ccc(NC(=S)N2CCN(c3ncccn3)CC2)cc1C	-2	-7	0.4	-9	96
51	Cc1ccccc1OCC(=O)N/N=C/c1ccc(Sc2nc3ccccc3s2)o1	-1	13	0.1	26	92
52	Cc1nn(C)c(C(=O)NNC(=S)NC2CCCCC2)c1Cl	2	3	-0.1	0	98
53	O=c1[nH]c2c(s1)C(c1ccc(O)cc1)C1C3CCC(C3)C1S2 (stereo unspecified)	4	3	-0.4	-1	105
54	Clc1cccc(CSc2nc3ccncc3[nH]2)c1	-1	-11	0.1	.	94
55	O=C(Nc1cc(S(=O)(=O)N2CCCCC2)ccc1N1CCOCC1)c1ccc(C(F)(F)F)cc1	-6	0	-0.1	-1	95
56	CCCc1cc(=O)oc2c3c(cc(OCC(=O)N4CCC[C@H]4C(=O)O)c12)OC(C)(C)CC3	1	0	0.0	.	97
57	CCC(C)(C)NC(=O)C(c1ccc(C)cc1)N(Cc1cccnc1)C(=O)c1csnn1 (stereo unspecified)	1	1	-0.1	-9	96
58	CC(=O)Nc1ccc(NC(=O)c2ccc(S(=O)(=O)N(C)c3ccccc3)cc2)cc1	-2	0	-0.1	-5	96
59	COc1ccc(CCC(=O)NCCc2nc3ccccc3[nH]2)cc1	-1	-2	-0.1	1	100

nr	CaV13 ICDI inh	Vif inh	m5-HT2A agonist	iPSC survival up	Cardio protect
49	-4	.	-2	-3.1	-7
50	-3	0	2	1.1	2
51	-4	-11	-4	2.9	-2
52	-6	-8	-2	-0.5	-5
53	-6	.	-4	0.1	3
54	-8	-1	-2	-3.6	-20
55	-2	.	13	1.8	0
56	.	-2	-2	-1.4	5
57	-4	-12	9	-1.3	3
58	-6	-3	-1	0.7	-8
59	-1	-3	1	-0.2	1

An excerpt from above in order of molecular weight, lowest first.
nr	smiles	N-glyco inh	Granule exo inh	aDG glyco up	PDI turbidity	ABCB6 inh MLPCN
47	Cc1cccc(NC(=O)C2CCN(C(=O)c3ccc(F)cc3)CC2)n1	1	4	-0.1	-5	97
5	N#Cc1cccc(S(=O)(=O)NCC(=O)NCCCc2ccccc2)c1	0	-1	-0.1	-5	87
15	O=C(NC(C(=O)NCCN1CCOCC1)C12CC3CC(CC(C3)C1)C2)C1CCCCC1 (stereo unspecified)	2	-1	0.1	-3	101

nr	CaV13 ICDI inh	Vif inh	m5-HT2A agonist	iPSC survival up	Cardio protect
47	-6	5	-2	-0.4	4
5	-6	2	5	-0.4	3
15	-10	-10	-2	0.5	-3
